# Screening results (PubChem BioAssay)
# NCI-60 one-dose screen, 48 h, at 10 µM unless noted. Numbers give growth in % (100 = growth as untreated, 0 = no growth, -100 = all killed).
# SW-620 = SW-620 colon cancer; 5.2% of 82,000 active; AID 1794795
# HCC-2998 = HCC-2998 colon cancer; 4.7% of 79,000 active; AID 1794799
# HT29 = HT29 colon cancer; AID 1794748; 7.4% of 81,000 active
# SF-268 = SF-268 CNS cancer cells. 3.1% of 82,000 active
# SF-295 = SF-295 CNS cancer cells. 5.6% of 79,000 active. AID 1794758
# SNB-19 = SNB-19 CNS cancer cells | 2.5% of 81,000 active | AID 1794751
# SNB-75 = SNB-75 CNS cancer; 5% of 79,000 active
# SF-539 = SF-539 CNS cancer | 6.8% of 81,000 active | AID 1794752
# KM12 = KM12 colon cancer cells | 5% of 82,000 active | AID 1794800
# The depositor's hits bear a star; · = not tested or not shown; & = joins results of further samples. Rule for the calls: active = growth percent below 10; inactive = the rest.
SMILES,SW-620,HCC-2998,HT29,SF-268,SF-295,SNB-19,SNB-75,SF-539,KM12
c1ccc2c3c(ccc2c1)OCN(C1CCCCC1)C3,106,94,111,108,106,99,78,89,109
N#C/C(=N\Nc1ccc(S(=O)(=O)O)cc1)C(N)=O,93,112,94,90,104,97,113,99,85
COc1ccc(-c2c(NC(=O)Nc3ccc(F)cc3)cnn2-c2ccc(S(N)(=O)=O)cc2)cc1,104,107,103,104,109,111,86,99,108
O=C(O)c1ccccc1Nc1cccc([N+](=O)[O-])c1,103,109,109,108,95,104,95,115,114
C=CC(=O)OCCOCCCC,103,103,110,97,106,105,87,98,95
O=C(NCc1ccccc1F)c1cccc(NS(=O)(=O)c2ccc3c(c2)OCCO3)c1,107,107,117,90,97,107,99,99,107
O=C(c1ccccc1)c1ccc(F)cc1,108,98,94,112,93,100,104,100,144
Cn1ncc2c1CCc1cc(S(=O)(=O)c3ccccc3)c(=O)n(C)c1-2,96,102,106,107,88,99,76,95,118
C(/C=C/c1ccccc1)=Nc1ccc(CCc2ccc(N=C/C=C/c3ccccc3)cc2)cc1,52,108,36,104,73,88,116,108,106
Cc1ccc(N2C(=O)/C(=C3\SC(=S)N(c4ccc(C)cc4)C3=O)SC2=S)cc1,97,103,104,100,103,96,91,99,100
NS(=O)(=O)c1ccc(C(=O)N=Nc2c(O)[nH]c3ccc(Cl)cc23)cc1,100,114,100,92,99,91,89,96,102
CN(C)c1ccc(N=C(C#N)c2cc3ccccc3[nH]2)cc1,95,111,91,83,94,103,97,95,92
C=CCn1c(SCC(=O)Nc2ccccc2)nnc1-c1ccc(OC)cc1,95,103,106,92,96,89,98,87,97
O=C(Nc1sc2c(c1C(=O)O)CCCC2)c1ccc(Cl)cc1,103,113,111,99,99,98,100,96,106
CC(O)C1CCCCC1 (configuration not stated),97,100,100,98,103,100,·,100,105
c1ccc(Nc2nn3c(-c4cccs4)ccnc3c2-c2ccccc2)cc1,89,113,68,115,89,114,87,84,81
O=C1Nc2ccccc2Cc2c1c1ccccc1[nH]c2=O,106,105,118,93,105,104,82,96,99
COc1ccc(-c2cc(-c3ccc(Cl)cc3)nc(NCCCCNc3ccnc4cc(Cl)ccc34)n2)cc1,-62*,26,4.8*,87,84,96,99,65,76
Cc1cc(C)cc(NC(=O)CSc2oc(-c3ccccc3)nc2S(=O)(=O)c2ccc(F)cc2)c1,99,109,89,80,90,91,80,58,99
CCC(C)CCC=C(C)C (configuration not stated),98,109,102,103,99,101,97,107,104
Cc1ccc2nc(Nc3nc(C)c(C(=O)Nc4ncccn4)c(-c4ccc(F)cc4)n3)sc2c1,96,104,110,100,82,90,108,101,100
NC(Cc1ccccc1)C(=O)NC(Cc1ccccc1)C(=O)O (configuration not stated),108&102,112,104&101,106&101,99&107,100&95,94&88,93&101,107&105
O=C(/C=C/c1ccccc1)NC(=S)Nc1ncccn1,113,98,99,100,·,99,92,101,108
Cc1cc2nc(C(Cl)Cl)nc(-c3cccnc3)n2n1,83,91,83,92,97,91,·,98,95
CCOC(=O)C1(C(C)=O)CC1,103,110,102,113,114,88,101,103,109
Cc1[nH]c2ncnc(Nc3ccc(C(=O)Nc4ccc(Cl)c(C(F)(F)F)c4)cc3)c2c1C,103,105,100,99,102,98,104,97,106
COc1ccc(/C=C2/SC(=O)N(CCCC(=O)N3CCN(c4cc5c(cc4F)c(=O)c(C(=O)O)cn5C4CC4)CC3)C2=O)cc1,100,92,101,98,102,96,87,94,105
CCOc1cc(C)c2cc(Cc3ccc4nc(OCC)cc(C)c4c3)ccc2n1,101,101,102,106,109,110,97,100,102
Cc1c[nH]c(=O)n(CCOc2nc(-c3ccc(F)cc3)cc(-c3ccco3)n2)c1=O,108,101,105,76,99,102,85,104,106
CC1CN(S(=O)(=O)c2cc(Cl)c(Oc3ccc([N+](=O)[O-])cc3Cl)c(Cl)c2)CC(C)O1 (configuration not stated),92,103,87,107,82,98,90,99,91
COC(=O)CCCNS(=O)(=O)c1cc(C(=O)Nc2ccc(NC(=O)c3cc(S(=O)(=O)NCCCC(=O)OC)c(O)c(O)c3O)cc2)c(O)c(O)c1O,96,93,80,92,98,96,95,102,96
CCSC(=O)c1ccc(S(=O)(=O)CC)cc1,101,108,101,95,100,101,92,99,99
COc1ccc(N2c3ccccc3C(=O)OC23OC(=O)c2ccccc23)cc1 (configuration not stated),95,96,110,91,107,100,93,99,96
CC(=O)Nc1ccc(S(=O)(=O)NC(CCC(=O)Nc2ccccc2)C(=O)O)cc1 (configuration not stated),96,105,107,109,104,96,64,99,105
O=C1C(Cl)=C(NCCO)C(=O)c2ccccc21,123,111,112,96,98,106,62,122,92
ClC(=Nc1ccccc1)c1ccccc1,102,104,114,116,100,102,84,106,115
Cc1cccc(CO)c1,103,112,108,95,100,107,95,108,97
CN(C)c1ccc(/C=N/Nc2ccc3nnc(-c4ccccc4)n3n2)cc1,95,95,94,42,95,69,35,96,72
Cc1sc2c(c1C)c(=O)nc1c(-c3nc4ccccc4s3)n[nH]n12,104,96,101,96,92,101,95,96,99
NC(=O)c1cc2ccncc2c2ccccc12,115,·,100,95,124,118,117,99,113

# The last two entries of the section above open the next one:
SMILES,SW-620,HCC-2998,HT29,SF-268,SF-295,SNB-19,SNB-75,SF-539,KM12
Cc1sc2c(c1C)c(=O)nc1c(-c3nc4ccccc4s3)n[nH]n12,104,96,101,96,92,101,95,96,99
NC(=O)c1cc2ccncc2c2ccccc12,115,·,100,95,124,118,117,99,113
C/C(=N\N1C(=O)c2ccccc2NC1c1cccs1)c1c(O)cc(C)oc1=O (configuration not stated),105,104,103,104,105,97,100,103,102
Cc1ccc(N2COc3ccc4ccccc4c3C2)cc1,104&105,85&109,108&97,91&93,101&102,99&107,73&105,94&96,94&93
Cc1ccc(-n2c(C(=O)NC3CC3)cc3cccnc32)cc1Cl,99,99,86,97,102,96,72,98,97
CCN1CCN(C(=O)[C@]23CC[C@@H](C)[C@H](C)[C@@H]2C2=CC[C@@H]4[C@@]5(C)C/C(=C/c6ccccn6)C(=O)C(C)(C)[C@@H]5CC[C@@]4(C)[C@]2(C)CC3)CC1,97,105,97,91,102,90,82,97,100
CCOC(=O)CSC1=Nc2c(c(-c3ccccc3)c(-c3ccccc3)n2C2CCCCC2)C2=NCCN12,102,103,110,97,97,95,81,104,104
Cc1[nH]c2c3c(c(O)cc2c1CO)[C@H]1C[C@@H]2[C@@]4(C)CCC[C@@](C)(CO)[C@@H]4CC[C@@]32C=C1C(C)C,90,92,69,77,97,99,90,92,92
CN(C)CCCOc1ccc2c(c1)CN(C(=O)c1cc(C(=O)N3Cc4cccc(F)c4C3)ccc1O)C2,105,114,106,100,100,101,95,91,106
Cc1c(-c2nn(-c3ccccc3)cc2/C=N\O)nnn1-c1ccc(S(N)(=O)=O)cc1,106,99,102,92,101,97,65,88,99
Cc1c(Cl)cccc1Nc1n[nH]c(=S)s1,108,95,106,105,97,108,99,95,112
O=C1NC(=S)NC(=O)C1=Cc1ccc(Cl)c([N+](=O)[O-])c1,·,102,103,100,99,112,95,111,110

# 13 of the compounds above, tab-delimited.
canonical_smiles	SW-620	HCC-2998	HT29	SF-268	SF-295	SNB-19	SNB-75	SF-539	KM12
O=C1C(Cl)=C(NCCO)C(=O)c2ccccc21	123	111	112	96	98	106	62	122	92
ClC(=Nc1ccccc1)c1ccccc1	102	104	114	116	100	102	84	106	115
Cc1cccc(CO)c1	103	112	108	95	100	107	95	108	97
CN(C)c1ccc(/C=N/Nc2ccc3nnc(-c4ccccc4)n3n2)cc1	95	95	94	42	95	69	35	96	72
Cc1sc2c(c1C)c(=O)nc1c(-c3nc4ccccc4s3)n[nH]n12	104	96	101	96	92	101	95	96	99
NC(=O)c1cc2ccncc2c2ccccc12	115	·	100	95	124	118	117	99	113
C/C(=N\N1C(=O)c2ccccc2NC1c1cccs1)c1c(O)cc(C)oc1=O (configuration not stated)	105	104	103	104	105	97	100	103	102
Cc1ccc(N2COc3ccc4ccccc4c3C2)cc1	104&105	85&109	108&97	91&93	101&102	99&107	73&105	94&96	94&93
Cc1ccc(-n2c(C(=O)NC3CC3)cc3cccnc32)cc1Cl	99	99	86	97	102	96	72	98	97
CCN1CCN(C(=O)[C@]23CC[C@@H](C)[C@H](C)[C@@H]2C2=CC[C@@H]4[C@@]5(C)C/C(=C/c6ccccn6)C(=O)C(C)(C)[C@@H]5CC[C@@]4(C)[C@]2(C)CC3)CC1	97	105	97	91	102	90	82	97	100
CCOC(=O)CSC1=Nc2c(c(-c3ccccc3)c(-c3ccccc3)n2C2CCCCC2)C2=NCCN12	102	103	110	97	97	95	81	104	104
Cc1[nH]c2c3c(c(O)cc2c1CO)[C@H]1C[C@@H]2[C@@]4(C)CCC[C@@](C)(CO)[C@@H]4CC[C@@]32C=C1C(C)C	90	92	69	77	97	99	90	92	92
CN(C)CCCOc1ccc2c(c1)CN(C(=O)c1cc(C(=O)N3Cc4cccc(F)c4C3)ccc1O)C2	105	114	106	100	100	101	95	91	106

# Following part:
SMILES,SW-620,HCC-2998,HT29,SF-268,SF-295,SNB-19,SNB-75,SF-539,KM12
O=C1CCC(C(=O)N/N=C/c2c(F)c(F)c(F)c(F)c2F)N1 (configuration not stated),105,98,99,97,99,93,90,103,104
COc1ccc(/C=C(/C(=O)n2cnnn2)c2cc(OC)c(OC)c(OC)c2)cc1,21,28,8.2*,49,-7.4*,17,15,-7.9*,18
CNc1ccc(C(C)C)cc1,100,113,98,·,105,101,97,103,104
CCOC(=O)c1cn(CCN(C(C)C)C(C)C)c2nc(NCc3ccc(OC)c(OC)c3)nn2c1=O,102,103,103,93,94,100,95,101,103
CC(C#N)NCc1ccccc1 (configuration not stated),101,99,103,105,102,98,88,110,101
CCOC(=O)c1nnn(Cc2cc(=O)oc3cc(C)cc(C)c23)c1C,99,100,101,102,96,93,99,103,105
COc1ccc(/C=C(\C#N)C(=O)Nc2cc(-c3ccccc3)nn2-c2ccccc2)cc1,104,104,108,98,96,97,100,98,104
c1ccc(-c2csc(NN=C3c4ccccc4-c4ccccc43)n2)cc1,77,99,89,97,98,97,83,89,87
N#CC(C(O)c1ccccc1)N1CCOCC1 (configuration not stated),100,84,107,101,·,96,83,94,99
O=C(O)CCN1C(=O)/C(=C/c2ccc(F)cc2)SC1=S,106,113,117,102,98,94,100,98,111
CC(COC(=O)c1ccccc1)N1CC2CCC(C1)O2 (configuration not stated),98,110,107,106,·,102,94,100,109
CC(=O)C1=C(O)C(CSCc2ccccc2)N(C)C1=O (configuration not stated),107,115,110,98,101,104,97,104,106
NS(=O)(=O)c1ccc(Nc2nc(SCC(=O)c3ccc(Br)cc3)nc3c2CCCC3)cc1,96,104,105,90,93,86,93,95,95
COc1cc(C)ccc1Oc1nc(Nc2ccc(N3CCOCC3)cc2)ncc1N=Cc1cc(Cl)cc(Cl)c1,60,81,93,73,74,94,47,68,47
Nc1n[nH]c(CO)n1,99,91,·,93,132,106,104,95,100
O=[N+]([O-])c1ccc(N/N=C(\Cc2ccccc2)c2ccccc2)c([N+](=O)[O-])c1,92,96,99,99,102,106,92,106,100
Cc1c(C(=O)/C(=C/O)N=Nc2ccc([N+](=O)[O-])cc2)nnn1-c1ccc(Cl)cc1,100,105,102,96,100,97,88,94,97
CC(C)CCC[C@@H](C)[C@H]1CC[C@H]2[C@@H]3CC=C4c5sc(Nc6ccccc6[N+](=O)[O-])nc5CC[C@]4(C)[C@H]3CC[C@]12C,100,110,106,96,99,103,99,103,99
CCOC(=O)c1cc2c(n1Cc1cccc(OC)c1)-c1oncc1CC2,23,59,4.1*,45,3.5*,37,-5.1*,16,33
Cn1cc(-c2nn3c(=O)cc(-c4ccsc4)nc3s2)c2ccccc21,97,107,113,101,105,98,100,102,100
CCOc1nn2c(CCC(=O)c3nc4ccccc4[nH]3)nnc2s1,48,90,58,99,72,94,72,116,83
O=C(O)CNC(=O)c1ccc(C(=O)NCC(=O)O)cc1,114,102,103,103,101,102,93,98,106
CCOC(=O)c1c(C)nc2c(c1N)/C(=C/c1ccccc1[N+](=O)[O-])C(=O)N2Cc1cccc(OC)c1,100,109,92,96,96,91,91,90,97
CCN(CC)CCOC(=O)c1ccccc1,99&107,103&106,102&114,93&114,98&93,103&103,83&94,97&96,93&115
CC(C)Nc1nc(N)nc2nc(-c3ccc(Cl)cc3)c(-c3ccc(Cl)cc3)nc12,105,113,98,103,100,101,101,95,102
CC(=O)c1ccc(Cc2ccc(C(C)=O)cc2)cc1,101,100,106,·,102,100,85,94,·
Cc1cc2nnn(Cc3cccc(NC(=O)CCCC(=O)Nc4cccc(Cn5nnc6cc(C)c(C)cc65)c4)c3)c2cc1C,97,109,99,74,95,40,12,70,107
O=C(COc1ccc(/C=C2\C(=O)Nc3ccc(F)cc32)cc1)Nc1ccccc1,103,101,107,95,105,93,95,94,98
BrCCCCc1ccccc1,100,134,100,111,98,103,92,94,115
COc1ccc(-c2cc(-c3ccc(Cl)cc3)c(C#N)c(=O)n2CCCCCC(=O)NO)cc1,96,94,93,98,94,89,78,92,95
NC(=S)NNC(N)=S,102,93,96,85,104,102,101,99,106
CCOC(=O)/C=C1/S/C(=N/NC(=O)COc2cc(=O)n(C)c3ccccc23)N(Cc2ccccc2)C1=O,97,99,101,92,108,92,92,92,99
CC/C=C/C/C=C/C/C=C/C/C=C/C/C=C/C/C=C/CCC(=O)Nc1ccn([C@@H]2O[C@H](CO)[C@@H](O)C2(F)F)c(=O)n1,31,55,36,19,16,7.1*,37,7.1*,43
CCCNC(=O)c1ccc(-n2c(=O)[nH]c3ccccc3c2=O)cc1,111,96,99,107,94,93,·,97,103
CN(/N=C/c1ccc2c(c1)OCO2)C(=O)c1ccccc1N,102,104,105,122,127,100,78,109,115
CC(C)C1=CC2=CC[C@@H]3[C@](C)(CCC[C@@]3(C)C(=O)OCc3cn(Cc4ccccc4)nn3)[C@H]2CC1,107,107,99,96,97,98,94,101,103
Cc1ccc2c(n1)C(=O)C(Br)=C(c1ccc([N+](=O)[O-])cc1)C2=O,87,105,109,85,100,92,95,92,93
CCOC(=O)C1C(=O)Nc2nc3ccccc3n2C1c1ccco1 (configuration not stated),98,104,91,99,·,98,65,100,96
